ALDH1A1 inh: ALDH1A1 (human) enzyme inhibition. P00352. Purified ALDH1A1, NADH fluorescence, propionaldehyde substrate. Potency, µM (top dose mostly 75.3 µM), for the others: top-dose activity, negative = inhibition, hits mostly inhibitors. 220,000 tested, 7.3% active; active means well fitted inhibition curve with a large enough effect, not every such curve was filed as active; inconclusive means small, poorly fitted or top-dose-only effect, or another doubt; inactive means no such curve, though single readings can be large or run the other way;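 further: plate controls were no enzyme wells and a reference inhibitor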
Target sequence (P00352 whole entry, looked up): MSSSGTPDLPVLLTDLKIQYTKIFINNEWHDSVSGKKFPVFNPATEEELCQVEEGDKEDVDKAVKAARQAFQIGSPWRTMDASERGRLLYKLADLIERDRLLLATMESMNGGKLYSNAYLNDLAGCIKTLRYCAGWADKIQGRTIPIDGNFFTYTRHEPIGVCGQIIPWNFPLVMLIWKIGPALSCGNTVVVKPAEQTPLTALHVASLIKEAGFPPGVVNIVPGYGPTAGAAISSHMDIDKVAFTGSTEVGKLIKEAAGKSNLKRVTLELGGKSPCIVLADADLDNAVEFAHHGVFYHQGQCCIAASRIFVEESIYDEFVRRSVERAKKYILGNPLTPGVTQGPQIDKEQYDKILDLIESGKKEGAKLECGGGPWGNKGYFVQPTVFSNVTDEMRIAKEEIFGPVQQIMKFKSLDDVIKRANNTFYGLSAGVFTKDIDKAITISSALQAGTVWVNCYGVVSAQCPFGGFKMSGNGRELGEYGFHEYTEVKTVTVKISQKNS
JMJD2E inh: inhibitors of human JMJD2E histone demethylase. Potency, µM (doses to about 57.1 µM), without a hit: top-dose activity change, negative = inhibition, hits mostly inhibitors. JMJD2E catalytic domain, FDH-coupled NADH fluorescence (FDH is formaldehyde dehydrogenase). 230,000 tested, 1.6% active; active means well fitted inhibition curve with a large enough effect, not every such curve was filed as active; inconclusive means small, poorly fitted or top-dose-only effect, or another doubt; inactive means no such curve, though single readings can be large or run the other way;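 further: 0% = wells with enzyme and -100% = buffer wells without enzyme; nearly all actives have a fitted effect of over 50% in size; many of its hits are not listed in these tables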
Target sequence (B2RXH2 1-337 limits assumed): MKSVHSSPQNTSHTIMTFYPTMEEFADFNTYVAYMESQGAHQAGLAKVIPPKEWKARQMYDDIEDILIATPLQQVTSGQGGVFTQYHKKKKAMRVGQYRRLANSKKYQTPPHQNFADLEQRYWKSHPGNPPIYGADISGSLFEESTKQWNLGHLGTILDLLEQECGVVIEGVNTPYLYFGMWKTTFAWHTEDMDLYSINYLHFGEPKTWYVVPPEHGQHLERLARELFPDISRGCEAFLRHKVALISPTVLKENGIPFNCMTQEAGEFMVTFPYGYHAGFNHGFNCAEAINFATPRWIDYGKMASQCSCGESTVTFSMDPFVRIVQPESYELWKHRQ
HTT cytoprotect: Huntington cell model cytoprotection by ATP luminescence | PC12 HTT-Q103 induced, cytoprotection, ATP luminescence, 40 h | Potency, µM (doses to about 56.4 µM), without a hit: cytoprotection (ATP increase), hits mostly activators | 230,000 tested, 0.14% active | AID 1471;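 further: % of control where 0% means no effect; nearly all actives have a fitted effect of over 45% in size; toxic huntingtin expression switched on by the ecdysone agonist tebufenozide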
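Stable PC12 Q103-GFP cells in serum-supplemented, phenol red-free DMEM; induction by tebufenozide at 100 nM final; compound dose series; cell viability quantified luminescently from ATP.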
Tau fluor cs: counter-screen for tau fibril formation inhibitors. AID 1463. Potency, µM (series often up to 57.7 µM), for the others: at the highest dose activity change, negative = decrease. tau K18 P301L Alexa594 fluorescence, heparin fibrillization. 280,000 tested, 0.93% active; further: on the % scale 0 is the no-effect control and ±100 the full control effect; nearly all actives have a fitted effect of over 55% in size
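Human tau K18 P301L (15 uM unlabeled, 0.24 uM Alexa 594-labeled) in 100 mM sodium acetate pH 7 with 20 uM heparin, 6 hr at 37 C. ThT 30 uM added, 1 hr ambient; Alexa 594 FP and total fluorescence read at 555/632 nm.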
Tau FP inhib: tau fibrillization inhibition (FP); Potency, µM (series often up to 57.7 µM), for inactives: top-dose activity, negative = inhibition, actives largely listed as inhibitors; 280,000 tested, 0.39% active; K18 P301L tau heparin fibrillization, Alexa594 FP, 6 h; P10636; AID 1468; further: on the % scale 0 is the no-effect control and ±100 the full control effect; nearly all actives have a fitted effect of over 55% in size
Target sequence (P10636 561-689 P618L limits assumed): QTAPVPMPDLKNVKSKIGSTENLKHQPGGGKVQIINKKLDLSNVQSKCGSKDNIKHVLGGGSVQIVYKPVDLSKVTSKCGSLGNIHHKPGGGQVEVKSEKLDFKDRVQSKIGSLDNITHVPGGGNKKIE
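Human K18 P301L fragment (15 uM unlabeled plus 0.24 uM Alexa 594-labeled) in 100 mM sodium acetate pH 7 with compound, aggregation induced by 20 uM heparin for 6 hr at 37 C. ThT (30 uM) added for 1 hr, then Alexa 594 FP read.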
SMN2 splice enh: enhancers of SMN2 splice variant expression | Potency, µM (doses to about 46.1 µM), for inactives: at the highest dose activity change, positive = activation, most hits filed as activators | 210,000 tested, 2.8% active | HEK293 SMN2-luciferase splicing reporter, luminescence, 30-36 h | AID 1458; further: % of control where 0% means no effect; nearly all actives have a fitted effect of over 55% in size
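HEK293 cells carry an SMN2 […]–luciferase reporter in which exon 7 inclusion puts luciferase in frame. Cells were plated 10-12 h before compound addition, then incubated 30-36 h at 37C. ONE-Glo luminescence was read; sodium butyrate at 4.5 mM final served as control.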
Tau fibril ThT: tau fibrillization inhibition (ThT binding). P10636. recombinant tau K18 P301L (four-repeat tau fragment), heparin-induced fibrillization, ThT fluorescence. Potency, µM (titrated, usually from 57.4 µM), for the others: top-dose activity, negative = inhibition, usual class: inhibitors. 270,000 tested, 2.1% active; further: on the % scale 0 is the no-effect control and ±100 the full control effect; nearly all actives have a fitted effect of over 55% in size
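Aggregation was driven by heparin (20 uM final) acting on recombinant tau […] bearing P301L in 100 mM sodium acetate pH 7; fibrils were detected with Thioflavin T.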
HTT aggregate: inhibitors of mutant huntingtin aggregate formation in PC12 cells | Potency, µM (highest dose often 46.1 µM), inactives show at the top dose activity change, negative = inhibition, actives largely listed as inhibitors | 220,000 tested, 1.1% active | PC12 HttQ103-GFP aggregates, Acumen cytometry, 40 h | AID 1688; further: on the % scale 0 is the no-effect control and ±100 the full control effect; nearly all actives have a fitted effect of over 60% in size
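PC12/HTTQ103-GFP, ecdysone-inducible; teb 100 nM; cpd qHTS titration; GFP aggregates read on laser cytometer, Ex 488/Em 500-530 nm.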
Starred values were filed as active, the others as inactive; ? = inconclusive; / = no result given; & = joins results of further samples; [ ] = dose if it differs, or a comment. Unless noted, the call rests on the fitted dose curve; in most records, active means well fitted curve in the direction sought with a large enough effect; inconclusive means small, poorly fitted or top-dose-only effect, or another doubt; inactive means no such curve, though single readings can be large; an effect the other way counts as inactive or inconclusive. Potency means the concentration at half of the fitted maximal effect. Not all compounds are listed; count on the stated rates, not on these rows.

Compound	Tau FP inhib	HTT cytoprotect	Tau fibril ThT	HTT aggregate	JMJD2E inh	SMN2 splice enh	Tau fluor cs	ALDH1A1 inh
CCOC(=O)CC(NC(=O)c1cc2cc(Cl)ccc2oc1=O)c1ccc(C)cc1 (stereo not given)	-10%	/	-13%	/	/	3%	-22%	/
CCNc1nc(NC(C)C)nc(NC(C)(C)C)n1	4%	/	4%	/	15%	-15%	3%	2%
O=C1/C(=C\Nc2ccc(Cl)cc2)CCN1c1ncccn1	-9%	8%	?	2%	?	20µM*	-17%	?
O=c1[nH]c(CNCc2cccnc2)nc2ccccc12	-4%	32%[10 µM]	-16%	6%	9%	12%	2%	?
CC1(C)NC(=O)N(CCOCCOc2c(Cl)cc(Cl)cc2Cl)C1=O	0%	7%	-8%	7%	-6%	-15%	-16%	-3%
O=C(Nc1ccccc1)[C@@]12C[C@@H]1/C(=N/O)c1ccccc1O2	4%	0%	-1%	/	-28%	/	-3%	-3%
Cc1ccc(S(=O)(=O)Nc2c(C)n(C)n(-c3ccccc3)c2=O)cc1	-11%&7%	6%	-12%&-1%	6%	11%&-4%	17%&-3%	-12%&-3%	5%
CN(C)/C=C(/C(=O)c1ccc(Cl)cc1Cl)S(=O)(=O)c1ccccc1	0%	4%	1%	32%	4%	-13%	5%	-2%
CC(C)Oc1ccc(C(=O)Nc2ccc(N3CCCCC3)cc2)cc1	-8%	/	?	0%	?	-31%[inhibitor]	-19%	-3%
O=C(COC(=O)c1ccc(Cl)c(S(=O)(=O)N2CCCC2)c1)NC1CCCCC1	-3%	-18%	-7%	4%	2%	-2%	-14%	?
CC(=O)c1cccc(NC(=O)C2CCCCC2)c1	0%	-13%	1%	-4%	3%	1%	4%	8.9µM*
CCN(CC(=O)Nc1ccc2c(c1)OCCO2)Cc1cc(=O)oc2cc(C)c(C)cc12	-10%	-9%[10 µM]	-17%	12%	?	?	-20%	10µM*
CC1(C)Cc2nc3sc4c(N5CCCC5)nnnc4c3cc2CO1	2%	-23%[10 µM]	9%	-12%[9.22 µM]	-13%	-5%	13%	?
O=C(CCN1CCN(c2ccccc2)CC1)N/N=C/c1ccc([N+](=O)[O-])o1	-8%	-60%[inhibitor]	?	-25%	?	-6%	-25%	-15%
O=C(C1CC(=O)N(c2ccc3c(c2)OCCO3)C1)N1CCN(c2ccccc2)CC1 (stereo not given)	8%	0%[10 µM]	-6%	2%	2%	-26%	1%	-14%
CCCOC(=O)c1[nH]c2c(c1C)C(=O)CC(c1ccc(OC)c(OC)c1)C2 (stereo not given)	-6%	-16%[0.074 µM]	-3%	4%	-4%	-51%[inhibitor]	-3%	-5%
COc1cccc(NC(=O)c2sc3nc(N4CCOCC4)c4c(c3c2N)CC(C)(C)OC4)c1	-6%	/	2%	/	/	7%	-20%	/
O=C(NC(=S)Nc1ccc2cn[nH]c2c1)c1ccccc1	-7%	-20%[10 µM]	-6%	-13%	12%	18µM*	-11%	?
Fc1ccccc1C(NCCc1ccc(Cl)cc1)c1nnc(-c2ccccc2)o1 (stereo not given)	-1%	/	?	/	/	-10%	-15%	/
Cc1ccc(C)c(NC(=S)N2CCCCC2CO)c1 (stereo not given)	1%	-11%[10 µM]	1%	17%	9%	8%	2%	-15%
Cc1nn(-c2ccccn2)c2c1-c1nc(N)ncc1CC2	-10%	-57%[inhibitor]	-5%	11µM*	?	?	-5%	?
Cc1ccc(CSCCNC(=O)CSc2ccccc2)cc1	5%	-6%[10 µM]	-12%	7%	-5%	4%	-5%	-5%
CCc1nnc(NS(=O)(=O)c2ccc(N3C(=O)c4ccc(C(=O)O)cc4C3=O)cc2)s1	?	-11%	4%	9%	-3%	3%	9%	2%
Cc1ccc2c(CC(=O)N(Cc3cccc(Cl)c3)C3CCS(=O)(=O)C3)coc2c1 (stereo not given)	8%	/	-7%	/	/	8%	-19%	/
COc1cc(OC)c2c(c1)C(=O)c1cc(OC)cc(OC)c1C2=O	-1%	-23%	-16%	20%	-4%	-3%	-4%	?
COC(=O)Cn1ncn2c(cc3oc(C)cc32)c1=O	-7%	-34%	-3%	8%	-22%	?	3%	-2%
COc1cc(/C=N/NC(=O)c2cccs2)ccc1OCc1ccccc1	?	-16%	?	14%	?	9%	?	?
CCC(Sc1nc2ccncc2[nH]1)C(=O)Nc1cc(Cl)ccc1C (stereo not given)	-11%	/	5%	/	/	-8%	-19%	/
COc1ccc(N(C)C(=O)Cn2cc(S(=O)(=O)N3CCN(c4ccccc4F)CC3)c3ccccc3c2=O)c(OC)c1	-4%	/	-4%	/	/	-3%	-11%	/
Cc1ccc(C(=O)N(c2ccccn2)C(C)c2ccco2)cc1 (stereo not given)	3%	-2%[10 µM]	-8%	-8%[9.22 µM]	7%	-17%	7%	10%
CC(=O)N1CCc2ccc(S(=O)(=O)N3CC(C)OC(C)C3)cc21 (stereo not given)	0%	14%[10 µM]	-9%	6%	-4%	-24%	-15%	-6%
CC(=O)/C(N=Nc1ccc(C(=O)O)cc1[N+](=O)[O-])=C(\C)O	-5%	-2%[10 µM]	-16%	-6%[9.22 µM]	-16%	/	-15%	/
CCOc1ccc(Nc2ncnc3c2cnn3-c2ccccc2)cc1	10%	6%[10 µM]	?	-7%	?	-2%	-12%	-10%
O=c1c2c(n3nnnc3n1Cc1ccccc1)-c1ccccc1CC21CCCC1	-4%	10%[10 µM]	13%	2%[9.22 µM]	0%	-6%	8%	?
CCCCNC(=O)c1onc(CSc2cccc(OCC)c2)c1C(=O)O	-1%	-18%	-15%	-20%	8%	?	-2%	10%
COc1ccc(CNC(=O)CCc2nc(-c3ccccc3F)no2)c(OC)c1	-3%	15%[10 µM]	-9%	-11%	2%	-21%	0%	10µM*
CCOc1ccc(-c2nc(SCC(=O)NCCCOC)c(-c3ccccc3)[nH]2)cc1	14%	/	?	/	/	17%	?	/
COc1cccc(CC2(CO)CCCN(C(=O)c3cc[n+]([O-])cc3)C2)c1 (stereo not given)	-5%	11%[10 µM]	-2%	3%[9.22 µM]	0%	/	2%	-7%
CCC(=O)c1ccc(N2CCN(C(=O)Cc3ccccc3)CC2)c(F)c1	-2%	7%[10 µM]	?	-11%	-17%	-33%[inhibitor]	-17%	?
CCCCCCN1C=CC=C/C1=C\C=C(C#N)C#N	?	3%[10 µM]	16µM*	-28%[9.22 µM]	-8%	/	?	/
CCOc1ccc(C2NC(=O)NC(C)=C2[N+](=O)[O-])cc1OC (stereo not given)	0%	16%[10 µM]	/	-21%[9.22 µM]	-1%	/	-6%	/
Cc1ccc(-n2c(Cc3cccs3)nnc2SCC(=O)OC(C)C)cc1	0%	-1%	-17%	12%	-2%	-34%[inhibitor]	-3%	5.6µM*
COc1ccc(OC)c(N(CC(=O)N2CCCC2)S(=O)(=O)c2ccc(OC)c(OC)c2)c1	-5%	-15%[0.074 µM]	-11%	10%	3%	3%	-9%	?
O=C(CCN1C(=O)/C(=C/C=C/c2ccccc2)SC1=S)Nc1ccccn1	-9%	23%	?	18%	-9%	/	-20%	1%
O=c1c(C(c2ccccc2)c2c(O)nc3n(c2=O)CCS3)c(O)nc2n1CCS2	?	/	?	-12%	0%	-7%	-10%	3%
O=C(NCc1ccccc1)N1CCn2c(nc3ccccc32)C1	-1%	-8%[10 µM]	4%	14%	-5%	9%	5%	?
O=C(NCCc1ccc(Cl)cc1)c1cccnc1	?	-21%	-9%	-11%	0%	-4%	-5%	-2%
CCCc1nnc(NC(=O)Cn2cnc3ccccc3c2=O)s1	1%	12%	-6%	-17%	8%	1%	2%	-11%
CCN(CC)C(=N)N1c2ccccc2CCC1C (stereo not given)	1%	-29%	-1%	-17%	-8%	2%	3%	11%
Cc1cc(C)cc(N(CC(=O)N2CCC(C)CC2)S(C)(=O)=O)c1	0%	8%	0%	-3%	2%	?	4%	2%
Cc1nn(C)c(Oc2cccc(C(F)(F)F)c2)c1C=O	3%	-20%	-1%	-7%	-1%	4%	4%	7%
COc1ccc(NC(=O)c2cc(S(=O)(=O)N(Cc3ccccc3)c3ccccc3)ccc2Cl)cn1	-7%	1%[10 µM]	2%	17%	2%	-22%	-16%	?
CCN(CC)CCNC(=O)Cn1cnc2sc(C)c(S(=O)(=O)N3CCN(c4ccccc4OC)CC3)c2c1=O	1%	/	0%	/	/	0%	-5%	/
O=C(CCNS(=O)(=O)c1ccc(Br)s1)N1CCCCC1	2%	-5%[10 µM]	-19%	17%	4%	12%	-9%	?
COc1cccc(OCC(O)CN2CCN(c3ncccn3)CC2)c1 (stereo not given)	1%	/	-11%	15%	?	6%	5%	6%
CC(c1ccccc1)C1C(C#N)=C(N)SC(N)=C1C#N (stereo not given)	-5%	-5%	?	-5%	?	/	-9%	20µM*

The results go on:
Compound	Tau FP inhib	HTT cytoprotect	Tau fibril ThT	HTT aggregate	JMJD2E inh	SMN2 splice enh	Tau fluor cs	ALDH1A1 inh
COc1ccc(Cl)cc1NC(=O)CN(C)CC(=O)NC(C)c1ccccc1 (stereo not given)	-5%	-21%	-2%	4%	3%	-5%	-5%	?
CCN1C(=O)S/C(=C\c2ccc(N3CCOCC3)cc2C)C1=O	1%	1%	-13%	26%	4%	/	-18%	-15%
O=C(Nc1ccc(N2C(=O)CCC2=O)cc1Cl)c1cccs1	6%	-1%[10 µM]	-15%	1%[9.22 µM]	-3%	/	-4%	2%
Cc1ccc(/C=C(\C#N)c2nc3ccccc3c(=O)[nH]2)cc1	2%	/	-9%	/	/	1%	-4%	/
COc1cccc(C(=O)C(C#N)=C(SC)SC)c1	?	-34%[10 µM]	25µM*	4%[9.22 µM]	1%	/	-19%	7.1µM*

Screens as filed in PubChem BioAssay.
